ERK EGF block: inhibitors of EGF-stimulated ERK signaling pathway; HEK293-V1b, EGF-stimulated phospho-ERK AlphaScreen; Potency, µM (doses to about 11.5 µM), for the others: at the top dose activity change, negative = inhibition, usual class: inhibitors; hit rate 0.41% among 130,000; AID 1454; active = well fitted inhibition curve with a large enough effect; inconclusive = small, poorly fitted or top-dose-only effect, or effect the other way;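 note: plate controls were stimulated vehicle wells for no effect and unstimulated vehicle basal for full effect; nearly all actives have a fitted effect of over 55% in size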
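HEK293 cells stably expressing V1b receptor, serum-reduced (1% FBS) overnight, got compound for 30 min at 37C, then 25 nM EGF for 5 min. Lysate phospho-ERK read by AlphaScreen SureFire; AC50 from Hill fits.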
Active calls of the source: *; ? = inconclusive; [ ] = dose if it differs, or a comment. Potency is the fitted concentration of half-maximal effect. Not all compounds are listed, so the mix of outcomes need not match the whole.

SMILES	ERK EGF block
O=C1C=CC(=O)C=C1	3%
Nc1nonc1C(=O)N/N=C/c1ccc([N+](=O)[O-])o1	4%
COC1C(O)C(OC2CC[C@]3(C=O)C4C(OC(C)=O)C[C@@]5(C)C(C6=CC(=O)OC6)CC[C@]5(O)C4CC[C@]3(O)C2)OC(C)C1OC(C)=O (some centres not stated)	6%
Cc1ccc(Cn2cc(C=O)c(-c3ccc(C)cc3)n2)cc1	2%
C=CCN1C(=O)NC(=O)/C(=C/c2ccc(OC)c(COc3ccc(NC(C)=O)cc3)c2)C1=O	2%[57.5 µM]
CNC(=O)Oc1cccc(-c2cn3cc(Cl)ccc3n2)c1	-5%
C=CCn1c(O)c(/C=C2\C=Nc3ccccc32)c(=O)[nH]c1=O	-11%[57.5 µM]
O=C1NC(=O)C(=Cc2ccc(N3CCN(C(=O)c4ccccc4)CC3)c([N+](=O)[O-])c2)C(=O)N1	?
Cc1ccsc1C(=O)C1CCCN(CCO)C1 (configuration not stated)	13%
Cc1ccc(/C=C2\C(=O)NC(=O)N(CCc3ccc(F)cc3)C2=O)o1	9%
NS(=O)(=O)c1ccc(N2CCNCC2)cc1	-6%
COc1ccc(CNC(=O)/C=C\c2ccc3[nH]cc(CCN(C)C)c3c2)cc1	5%
CCOc1ccc(N2C(=O)/C(=C\c3cccs3)C(=O)NC2=S)cc1	6%
Clc1ccc2nc3c(c(-c4ccccc4)c2c1)CNCC3	-16%
CP(=O)(Nc1ccccc1)C(Cl)(Cl)Cl (configuration not stated)	0%
O=c1[nH]c(=O)n(CCC2=CCCCC2)c(O)c1/C=N/N1CCOCC1	-1%[57.5 µM]
CCOc1ccc(N2C(=O)NC(=O)/C(=C\c3ccccc3[N+](=O)[O-])C2=O)cc1	6%[57.5 µM]
COc1ccc(-c2nn(CCC#N)cc2C(=O)NCc2ccccc2)cc1	10%[57.5 µM]
O=C(O)COc1ccccc1/C=C1\C(=O)NC(=O)N(CCC2=CCCCC2)C1=O	12%[57.5 µM]
Cc1nnc2n1-c1ccc(Cl)cc1C(c1ccccc1)=NC2	3%[57.5 µM]
O=C1NCCN2CCCC12 (configuration not stated)	-9%[57.5 µM]
COc1cc2c(cc1OC)C(C(=O)N(C)C1CCCCC1)C1CCCCN1C2=O (configuration not stated)	-3%
CCC(=O)c1ccc(OC)c(OC)c1	8%[57.5 µM]
O=C(c1cc(F)ccc1F)C1CCCN(Cc2cccc(Cl)c2)C1 (configuration not stated)	-7%[57.5 µM]
C=CCC1(Nc2ccccc2)CC(C)N(C)CC1C (configuration not stated)	0%[57.5 µM]
Cc1ccc(O)c(C(=O)c2cc(C(=O)NCc3ccccc3)c(=O)n(Cc3ccccc3)c2)c1	0%
O=C(O)CCn1cc(C=C2C(=O)NC(=S)NC2=O)c(-c2cccc(Cl)c2)n1	-2%
COc1nc2ccccc2c(=O)n1-c1ccc(C)cc1	9%
CCOC(=O)c1ncn2c1[C@@H]1CCCN1C(=O)c1cc(OC)ccc1-2	17%

Reformatted as a markdown table: part of the list above
| smiles | ERK EGF block |
| --- | --- |
| C=CCC1(Nc2ccccc2)CC(C)N(C)CC1C (configuration not stated) | 0%[57.5 µM] |
| Cc1ccc(O)c(C(=O)c2cc(C(=O)NCc3ccccc3)c(=O)n(Cc3ccccc3)c2)c1 | 0% |

Four successive compounds from above, quoted:
SMILES	ERK EGF block
CCOc1ccc(N2C(=O)NC(=O)/C(=C\c3ccccc3[N+](=O)[O-])C2=O)cc1	6%[57.5 µM]
COc1ccc(-c2nn(CCC#N)cc2C(=O)NCc2ccccc2)cc1	10%[57.5 µM]
O=C(O)COc1ccccc1/C=C1\C(=O)NC(=O)N(CCC2=CCCCC2)C1=O	12%[57.5 µM]
Cc1nnc2n1-c1ccc(Cl)cc1C(c1ccccc1)=NC2	3%[57.5 µM]

Grouped by structure: the entries above with a halogen (seven)
SMILES	ERK EGF block
CNC(=O)Oc1cccc(-c2cn3cc(Cl)ccc3n2)c1	-5%
Cc1ccc(/C=C2\C(=O)NC(=O)N(CCc3ccc(F)cc3)C2=O)o1	9%
Clc1ccc2nc3c(c(-c4ccccc4)c2c1)CNCC3	-16%
CP(=O)(Nc1ccccc1)C(Cl)(Cl)Cl (configuration not stated)	0%
Cc1nnc2n1-c1ccc(Cl)cc1C(c1ccccc1)=NC2	3%[57.5 µM]
O=C(c1cc(F)ccc1F)C1CCCN(Cc2cccc(Cl)c2)C1 (configuration not stated)	-7%[57.5 µM]
O=C(O)CCn1cc(C=C2C(=O)NC(=S)NC2=O)c(-c2cccc(Cl)c2)n1	-2%

Screens: PubChem, National Center for Advancing Translational Sciences (NCATS)
